Bioassay records: PubChem BioAssay, several laboratories
MCL1-BIM inh = MCL1-BIM-BH3 interaction inhibition (human). Q07820. actives 0.68% (n = 320,000). inhibition, % at 10.9 µM. AID 2057. GST-MCL1 / FITC-Bim-BH3 fluorescence polarization;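 active means inhibition above the mean inhibition of all tested compounds plus 3 SD, set per campaign, cut at about 40% in these data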;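 further: 0% = DMSO wells and 100% = unlabeled Bim-BH3 peptide control; higher means more loss of mP so more displacement of Bim peptide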
VLA-4 inh = inhibition in a human VLA-4 binding assay; P13612; VLA-4 expressing cells, ligand binding flow cytometry; inhibition, % (about 7 µM as worked out from the volumes in the protocol); actives 0.2% (n = 330,000); in the data active means inhibition above about 50%
Target sequence (P13612 whole entry, looked up): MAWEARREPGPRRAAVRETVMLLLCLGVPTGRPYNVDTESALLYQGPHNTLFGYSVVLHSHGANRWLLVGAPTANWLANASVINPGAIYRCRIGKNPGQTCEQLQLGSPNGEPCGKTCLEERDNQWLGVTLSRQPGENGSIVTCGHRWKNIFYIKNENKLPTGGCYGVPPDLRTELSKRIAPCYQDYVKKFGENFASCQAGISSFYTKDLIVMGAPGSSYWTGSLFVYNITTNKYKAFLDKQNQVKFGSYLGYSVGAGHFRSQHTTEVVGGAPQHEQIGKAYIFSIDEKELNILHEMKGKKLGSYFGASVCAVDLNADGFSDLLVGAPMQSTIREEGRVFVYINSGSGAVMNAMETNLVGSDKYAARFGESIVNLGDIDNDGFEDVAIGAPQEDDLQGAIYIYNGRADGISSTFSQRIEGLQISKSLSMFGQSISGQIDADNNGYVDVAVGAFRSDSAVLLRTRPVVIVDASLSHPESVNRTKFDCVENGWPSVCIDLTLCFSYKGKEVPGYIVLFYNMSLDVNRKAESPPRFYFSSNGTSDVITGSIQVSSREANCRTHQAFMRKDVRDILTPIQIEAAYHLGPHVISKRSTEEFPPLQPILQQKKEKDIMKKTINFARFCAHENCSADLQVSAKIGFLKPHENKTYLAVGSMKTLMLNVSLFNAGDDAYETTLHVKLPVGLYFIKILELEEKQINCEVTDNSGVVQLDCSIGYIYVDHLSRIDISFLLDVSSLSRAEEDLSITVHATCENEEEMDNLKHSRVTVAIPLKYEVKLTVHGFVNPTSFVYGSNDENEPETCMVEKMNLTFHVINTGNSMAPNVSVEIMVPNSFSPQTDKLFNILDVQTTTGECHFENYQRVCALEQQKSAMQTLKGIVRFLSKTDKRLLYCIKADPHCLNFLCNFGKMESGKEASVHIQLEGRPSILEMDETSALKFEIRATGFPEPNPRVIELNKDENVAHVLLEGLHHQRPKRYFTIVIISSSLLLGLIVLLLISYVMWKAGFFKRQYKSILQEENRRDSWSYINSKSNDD
GRK2 inh = blocks RNA aptamer binding to human GRK2. P25098. bead flow cytometry, FAM-aptamer displacement from GRK2. inhibition of aptamer binding, % at 10 µM. actives 0.59% (n = 330,000). AID 488847;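 active means inhibition of aptamer binding above 40%, roughly 3 SD of noise, on plates passing a quality check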;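 further: median bead fluorescence of bound FAM aptamer so fluorescent compounds give negative values; no value below 0 was filed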
PME-1 primary = PME-1 (human) inhibition | AID 2130 | actives 0.53% (n = 320,000) | recombinant PME-1, FP-Rh probe fluorescence polarization | Q9Y570 | inhibition, % at 5.9 µM;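 active means inhibition above the campaign mean of all compounds plus 3 SD, cut at about 26% in these data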;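 further: competitive labeling of PME-1 active site by serine hydrolase directed probe; 0% = PME-1 with DMSO and 100% = wells lacking PME-1 enzyme; inhibitors block probe labeling so polarization falls and inhibition rises; many of its hits are not listed in these tables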
Efflux pump inh = antifungal efflux pump inhibition, Nile Red retention; S. cerevisiae Candida pump triplex; inhibition, % at 10 µM; actives 0.44% (n = 330,000);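 active means plate passing quality check with inhibition over a set limit, or well fluorescence over plate mean plus 4 SD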;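 further: Nile Red retained in pooled yeast measured as flow cytometry median fluorescence; 0% = buffer negative control and 100% = Enniatin B positive control; higher means more Nile Red kept so more efflux inhibition; some compounds called inactive have numbers as strong as hits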
GLD-1 TGE inh = GLD-1-TGE RNA interaction inhibition (C. elegans); Q17339; purified GLD-1 + fluorescein TGE RNA, fluorescence polarization; inhibition, % at 5.96 µM; actives 0.44% (n = 320,000);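 active means percent inhibition above a per-plate cutoff, the plate mean of test compounds plus 3 SD, cut at about 30% in these data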;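 further: 0% = DMSO wells with GLD-1 and probe and 100% = wells lacking GLD-1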
Fam108B counter = blocks mouse Fam108B hydrolase in RBBP9 counter-screen; recombinant Fam108B, FP-Rh probe fluorescence polarization; inhibition, % at 9.51 µM; actives 0.33% (n = 300,000);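 active means inhibition above the screen mean inhibition plus 3 SD, computed separately per campaign, cut at about 18% in these data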;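 further: inhibitors lower polarization as less probe binds the enzyme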
MEX-5 binding = C. elegans MEX-5 TCR-2 RNA binding activity; Q9XUB2; MEX-5/FITC-TCR2 RNA binding, fluorescence polarization; hits give low values; activity score (negative = inhibition of binding), % at 10 µM; actives 0.38% (n = 300,000);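 active means inhibition past about -25% in most replicates, and total fluorescence under double the plate's negative control median, limit read from the data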;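 further: 0% = DMSO and -100% = 5 µM competing unlabeled TCR2 RNA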
Bcl-xL primary = inhibitors of human Bcl-xL; Q07817; GST-Bcl-xL / FITC-Bim BH3 peptide fluorescence polarization; inhibition, % at 10.9 µM; actives 0.7% (n = 320,000);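 active means inhibition above the mean of all tested compounds plus 3 SD, cutoff set per campaign, cut at about 30% in these data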;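 further: 0% = DMSO wells and 100% = unlabeled Bim-BH3 peptide competitor; inhibitors lower millipolarization by displacing the labeled peptide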
The depositor's hits bear a star; . = no result given. Some of the compounds tested; count on the stated rates, not on these rows.

SMILES	MCL1-BIM inh	VLA-4 inh	GRK2 inh	PME-1 primary	Efflux pump inh	GLD-1 TGE inh	Fam108B counter	MEX-5 binding	Bcl-xL primary
CCNc1nc(NC(C)C)nc(NS(=O)(=O)c2ccc(C)cc2)n1	-8	8	0	2	0.2	0	-5	-0.9	-7
O=C1C=C(N(CCO)CCO)C2(CCCCC2)O1	3	-19	0	-8	0.0	2	1	1.2	2
Cc1cc(C)c(S(C)(=O)=O)c(S(=O)(=O)c2ccc(Cl)cc2)n1	-2	19	5	-2	0.0	4	1	-0.6	5
COc1cc(C2C3=C(CCCC3=O)Nc3[nH]n(-c4ccccc4)c(=O)c32)ccc1O (stereo not given)	1	0	0	2	-0.2	3	-1	.	-2
Cc1ccc(N2CC(C(=O)NCc3nnnn3-c3ccc(C)c(C)c3)CC2=O)cc1 (stereo not given)	-1	6	0	-2	0.2	-5	-3	-3.4	1
CC(C)COn1c(=S)[nH]c2ccccc2c1=O	5	8	1	1	0.0	11	-1	0.9	7
COC(=O)C(NS(=O)(=O)c1ccc(N2CCCC2=O)cc1)c1ccccc1 (stereo not given)	-2	0	0	4	0.8	-5	-1	0.2	5
CC(=O)Nc1cccc(Oc2nc(C(F)(F)F)nc3ccccc23)c1	-3	3	1	-2	0.5	5	-1	1.4	-2
O=C(COC(=O)COc1ccccc1F)NC1CC1	.	-3	0	.	-0.2	2	.	.	.
COc1ccc(CCN(C)CCN2C(=O)c3ccccc3C2=O)cc1OC	9	-81	0	-7	-0.2	-2	-3	1.1	7
Cc1cc(NC(=O)CSCC(=O)NCc2cccc(C(F)(F)F)c2)no1	2	5	3	4	0.1	1	1	0.9	3
COc1ccc(NC(=O)C(c2ccc(C)cc2)N(C)C(=O)CNC(C)=O)cc1 (stereo not given)	9	2	6	1	0.0	5	3	2.0	3
COc1ccc(-n2c(C)nn(CCOc3ccccc3)c2=O)cc1	8	-5	0	-2	0.0	2	5	0.9	8
Cc1nc(C(=O)NC(C)C)nn1-c1cc(Cl)cc(Cl)c1	0	7	0	1	0.0	6	-1	-0.7	5
CCCn1cnc2c(N)c(C)c(C)cc21	7	0	0	5	0.0	-2	0	-1.1	6
O=C1CC(c2ccc(S(=O)(=O)N3CCN(c4ccccc4)CC3)cc2)CN1 (stereo not given)	6	14	0	-1	0.0	1	-6	-2.3	5
Cc1ccc(C(=O)NCCNC(=O)c2ccc(C)o2)o1	8	14	0	2	0.0	-1	2	1.4	5
Cc1ccc(NC(=O)Cn2nc(-c3ccco3)ccc2=O)cc1Cl	-7	-14	0	-11	-0.4	9	-6	-2.0	-3
CCC(=O)N1CCc2cc(Br)cc(S(=O)(=O)NC3CCN(Cc4ccccc4)CC3)c21	2	5	0	0	0.4	-2	2	0.3	0
O=C(NNc1cc(Cl)ccc1Cl)C1CCC1	0	9	0	1	-0.1	8	2	-1.3	2
CNC[C@H]1Oc2c(NS(=O)(=O)c3cccs3)cccc2C(=O)N([C@H](C)CO)C[C@@H]1C	.	11	0	.	-0.1	-6	.	.	.
Cc1ccc(C(=O)NCCc2csc(C)n2)cc1	0	-15	4	1	0.0	-3	1	-0.1	4
COc1cccc(NC(=O)CN(C)C(=O)CNC(=O)c2ccc(Oc3ccccc3)cc2)c1	-4	6	1	-5	0.1	-1	-4	2.4	1
COc1ccc(-c2csc(N(CCCN(C)C)C(=O)c3ccc(Br)cc3)n2)cc1	0	4	0	5	0.0	-2	4	1.5	2
Nc1nc2n[nH]nc2c(=O)[nH]1	4	20	0	1	-0.2	-1	5	-4.1	2
Additional records follow.
SMILES	MCL1-BIM inh	VLA-4 inh	GRK2 inh	PME-1 primary	Efflux pump inh	GLD-1 TGE inh	Fam108B counter	MEX-5 binding	Bcl-xL primary
COCCNc1oc(-c2cccs2)nc1S(=O)(=O)c1ccc(C)cc1	2	-2	0	1	0.3	0	-5	-1.7	3
O=C(COC(=O)CSCC(=O)N1CCCCC1)Nc1ccc(Cl)cc1	-10	8	0	3	0.3	-8	-2	1.6	-5
CCCCC(=O)Nc1ccc(C(=O)NNC(=S)NC(=O)c2ccccc2[N+](=O)[O-])cc1	12	3	3	5	0.0	6	5	-3.7	12
CC(=O)Nc1cccc(C(=O)OCC(=O)NC(=O)c2ccccc2)c1	-3	3	0	-4	0.0	2	-1	-3.5	13
N#Cc1cccc(Nc2c3c(nc4ccccc24)CCC3)c1	-4	1	0	6	0.1	2	-3	-0.7	-1
CCOc1cc(-c2noc(CCCC(N)=O)n2)cc(Br)c1OC	1	6	3	3	-0.1	1	-3	-1.2	4
C[C@@H]1COC(=O)[C@@H](CC(=O)OC(C)(C)C)C/C=C\C[C@@H](CC(=O)NCCO)C(=O)N1	.	28	0	.	-0.2	0	.	.	.
O=C(CN1CCCC1)Nc1ccc2c(c1)CCC2	1	10	4	4	-0.1	0	1	1.0	10
O=C(NNC(=O)c1cccc2ccccc12)c1ccco1	3	31	0	2	0.1	-1	-2	-6.2	2
Cc1cccc(C)c1NC(=O)CC(NCCc1ccccc1)C(=O)O (stereo not given)	1	-6	0	-2	0.0	1	2	2.2	-3
Cc1ccccc1C(=O)NC1CCN(CC(=O)Nc2ccc3c(c2)OCO3)CC1	-2	-8	0	-5	-0.1	-1	0	1.6	6
Cc1ccc(CNC(=O)COc2ccc(C)nc2[N+](=O)[O-])cc1	4	10	0	-2	0.1	-1	1	-3.0	6
CCOC(=O)CC1C(=O)NCCN1C(=O)Nc1ccc(Cl)cc1 (stereo not given)	2	10	1	-6	0.5	-5	-4	3.5	0
CCS(=O)(=O)c1nc(S(=O)(=O)c2ccc(Cl)cc2)c(N2CCC(C(N)=O)CC2)s1	1	0	0	-3	-0.1	5	-4	-4.7	-2
O=C(Nc1ccccc1)N1CCc2c([nH]c3ccccc23)C1C(F)(F)F (stereo not given)	-8	11	2	-5	0.0	-1	0	0.3	0
COc1cc2c(C)nc3c(c(C)nn3-c3ccccc3)c2cc1OC	-3	3	2	-2	0.0	0	2	-3.1	1
O=C(C1=C(O)C(=O)N(CCCN2CCOCC2)C1c1ccccn1)c1cc2ccccc2o1 (stereo not given)	1	-11	0	-10	0.0	-3	2	0.0	10
O=C(NC(=S)Nc1ccc2oc(=O)ccc2c1)c1ccccc1F	5	2	0	1	-0.1	-4	1	0.4	8
COc1ccc(CNC(=O)C(=O)NCc2ccncc2)cc1	-3	7	3	-4	0.4	-3	-3	-2.2	3
CCn1c2ccccc2c2cc(CN3CCN(S(=O)(=O)CC)CC3)ccc21	0	-14	5	-2	-0.2	5	2	-0.9	-2
O=C1CC(c2ccccc2)CN1S(=O)(=O)c1ccccc1 (stereo not given)	-4	-14	0	0	0.0	-3	1	-2.0	1
COCCNC(=O)c1c(N)n(CCCn2ccnc2)c2nc3ccccc3nc12	9	4	4	-2	0.1	-1	1	-13	20
O=C(c1ccc(Cl)cc1)N(Cc1ccco1)C1CCS(=O)(=O)C1 (stereo not given)	0	9	0	2	0.1	11	4	0.6	3
Cc1ccc(Cl)cc1NC(=S)N(Cc1cccnc1)Cc1ccccc1Cl	0	3	1	8	-0.2	-2	-3	-1.9	5
O=C(Cn1ncc2c(=O)oc3ccccc3c21)NCCC1=CCCCC1	4	-5	1	1	0.0	4	-3	2.4	7

The last 3 records of the section before come first, to join the parts:
SMILES	MCL1-BIM inh	VLA-4 inh	GRK2 inh	PME-1 primary	Efflux pump inh	GLD-1 TGE inh	Fam108B counter	MEX-5 binding	Bcl-xL primary
O=C(c1ccc(Cl)cc1)N(Cc1ccco1)C1CCS(=O)(=O)C1 (stereo not given)	0	9	0	2	0.1	11	4	0.6	3
Cc1ccc(Cl)cc1NC(=S)N(Cc1cccnc1)Cc1ccccc1Cl	0	3	1	8	-0.2	-2	-3	-1.9	5
O=C(Cn1ncc2c(=O)oc3ccccc3c21)NCCC1=CCCCC1	4	-5	1	1	0.0	4	-3	2.4	7
COc1ccc(-c2nc(CS(=O)CC(=O)NCCc3ccc(OC)c(OC)c3)c(C)o2)cc1 (stereo not given)	7	6	0	1	0.1	-2	5	2.2	1
COc1cc(C2(c3ccc(O)c(OC)c3)C(=O)N(C)c3ccc(Br)cc32)ccc1O	-2	30	3	5	-0.1	5	-2	0.3	2
O=C(O)C1C2C=CC3(CN(Cc4ccccn4)C(=O)C13)O2 (stereo not given)	4	-15	2	-6	-0.1	7	-1	-0.1	-2
CSCCC(NC(N)=O)C(=O)NCc1cccc(Cl)c1 (stereo not given)	0	1	0	-4	0.0	1	-4	3.5	5
CCN(CC)S(=O)(=O)c1ccc(Cl)c(C(=O)Nc2ccc(Cl)cc2[N+](=O)[O-])c1	5	6	3	2	-0.1	4	2	0.7	1
COc1ccc(OCCC(=O)NCc2ccccc2)cc1	0	2	0	-7	0.1	10	3	-0.6	4
COCCCNC(=S)NNC(=O)c1ccc(C(C)(C)C)cc1	0	26	1	-1	-0.1	-1	0	0.6	-1
CCOC(=O)c1ccccc1NC(=O)/C=C/c1cc(OC)c(OC)c(OC)c1	-8	5	3	1	0.0	4	-3	-0.1	5
Cc1ccc(OC(=O)CCC(=O)Nc2ccc(C(N)=O)cc2)cc1	-5	0	3	8	0.2	6	-6	-2.2	-2
CN(C(=O)c1ccncc1)C1CCCCC1	2	-1	2	0	-0.1	2	-3	-1.2	5
O=C1c2ccccc2C(=O)N1c1ccc(Br)c2cccnc12	2	5	0	7	0.0	3	3	1.5	1

Fetched one by one from the list above, 6 records:
SMILES	MCL1-BIM inh	VLA-4 inh	GRK2 inh	PME-1 primary	Efflux pump inh	GLD-1 TGE inh	Fam108B counter	MEX-5 binding	Bcl-xL primary
CCS(=O)(=O)c1nc(S(=O)(=O)c2ccc(Cl)cc2)c(N2CCC(C(N)=O)CC2)s1	1	0	0	-3	-0.1	5	-4	-4.7	-2
Cc1cc(C)c(S(C)(=O)=O)c(S(=O)(=O)c2ccc(Cl)cc2)n1	-2	19	5	-2	0.0	4	1	-0.6	5
Cc1ccccc1C(=O)NC1CCN(CC(=O)Nc2ccc3c(c2)OCO3)CC1	-2	-8	0	-5	-0.1	-1	0	1.6	6
Cc1ccc(Cl)cc1NC(=S)N(Cc1cccnc1)Cc1ccccc1Cl	0	3	1	8	-0.2	-2	-3	-1.9	5
CCCCC(=O)Nc1ccc(C(=O)NNC(=S)NC(=O)c2ccccc2[N+](=O)[O-])cc1	12	3	3	5	0.0	6	5	-3.7	12
Cc1cccc(C)c1NC(=O)CC(NCCc1ccccc1)C(=O)O (stereo not given)	1	-6	0	-2	0.0	1	2	2.2	-3
